ALOX12 inh: blocks human arachidonate 12S-lipoxygenase | purified 12hLO, xylenol orange hydroperoxide absorbance | Potency, µM (titrated, usually from 108 µM), inactives show at the highest dose activity change, negative = inhibition, actives largely listed as inhibitors | 1.1% of 580,000 active; active = well fitted inhibition curve with a large enough effect; inconclusive = small, poorly fitted or top-dose-only effect, or another doubt; inactive = no such curve, though single readings can be large or run the other way
Target sequence (P18054 whole entry, looked up): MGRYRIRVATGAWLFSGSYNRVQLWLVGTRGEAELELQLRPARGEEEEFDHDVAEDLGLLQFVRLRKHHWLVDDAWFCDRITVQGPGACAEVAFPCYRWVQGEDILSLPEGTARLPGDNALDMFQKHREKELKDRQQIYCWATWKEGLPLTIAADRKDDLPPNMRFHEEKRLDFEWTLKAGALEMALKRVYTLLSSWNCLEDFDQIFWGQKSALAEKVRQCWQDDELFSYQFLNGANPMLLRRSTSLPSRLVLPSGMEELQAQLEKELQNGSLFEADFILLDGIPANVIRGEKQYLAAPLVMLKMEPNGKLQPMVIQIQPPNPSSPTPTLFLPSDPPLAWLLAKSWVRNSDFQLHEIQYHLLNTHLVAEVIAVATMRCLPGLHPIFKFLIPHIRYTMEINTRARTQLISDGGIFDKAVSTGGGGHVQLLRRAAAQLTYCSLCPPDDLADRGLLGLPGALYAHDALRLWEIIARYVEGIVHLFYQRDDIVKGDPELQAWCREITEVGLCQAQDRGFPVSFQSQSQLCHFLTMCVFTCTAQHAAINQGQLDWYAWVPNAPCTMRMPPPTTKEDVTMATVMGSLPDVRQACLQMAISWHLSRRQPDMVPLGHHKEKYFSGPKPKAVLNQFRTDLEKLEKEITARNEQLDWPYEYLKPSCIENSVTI
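Purified human 12hLO (150 nM final) in 25 mM Hepes, 0.01% Triton X-100, pH 7.0 was preincubated 15 min at room temperature with compound. Then 40 uM arachidonic acid was added, 30 min. Hydroperoxide was read by Fe-XO absorbance ratio 573/405 nm.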
Starred values were filed as active, the others as inactive; ? = inconclusive; & = joins results of further samples; [ ] = dose if it differs, or a comment. % is set by controls: 0 for no effect and ±100 for the full control effect; potency is the fitted concentration of half-maximal effect. An excerpt; the hit share may differ from the screen's.

SMILES | ALOX12 inh
CC(C)(C)OC(=O)NCCC(=O)NC1CCCC1 | 19%
O=C(COc1ncnc2ccccc12)Nc1ccc(Oc2ccccc2)cc1 | -4%
Cc1ccc(NC(=O)c2cc3cn(C(C)C)cc3s2)c(C)c1 | ?
COc1cccc(S(=O)(=O)N2C[C@@H](F)C[C@H]2C(=O)N2CCOCC2)c1 | 8%
CCOc1cc(S(=O)(=O)N(CCO)CCO)ccc1Cl | 6%
CCc1ccc(-n2nc(C)c3c(C(F)(F)F)cc(OCC(=O)NC(C)C)nc32)cc1 | -3%
O=C(c1cccc(C(F)(F)F)c1)N1CCCC(C(=O)N2CCCCCC2)C1 (stereo not drawn) | 1%
O=C(NC(C1CC1)C1CC1)c1n[nH]c(=O)c2ccccc12 | ?
CCN1C(=O)CCc2cc(NS(=O)(=O)Cc3ccccc3)ccc21 | ?
CC(C)c1nc2nccc(-c3ccccc3)n2n1 | 5%
COc1cccc(Nc2ncc3c(n2)C(C)(C(=O)NCc2ccc4c(c2)OCO4)CC3)c1 (stereo not drawn) | 1%[176 µM]
COC(=O)c1c(NC(=O)c2c(-c3c(Cl)cccc3Cl)noc2C)sc(C)c1C | -2%
CC1=C[C@@H](CNC(=O)COc2ccccc2)[C@H](C(C)C)C[C@H]1CC(=O)NCc1ccccn1 | -17%
CC(C)c1nc2c(c(-c3ccc(Cl)cc3)n1)CCN(C(=O)c1ccccc1F)CC2 | 5%[6.33 µM]
COc1ccc(N2CCN(c3nc(C(=O)N4CCC(C)CC4)cs3)CC2)cc1 | -9%
Cc1ccc2nc(/C(C#N)=C/c3sccc3C)[nH]c2c1 | ?
CN(C)C(=O)c1ccc(-c2cc3c(Nc4cccc(Oc5ccccc5)c4)nccc3n2C)cc1 | -1%
CC(C)(Oc1nn(Cc2cccc(Cl)c2)c2ccccc12)C(=O)NCCc1cnc[nH]1 | 16%[176 µM]
O=C(Nc1ccc2nc[nH]c(=O)c2c1)c1ccc(Br)cc1Cl | ?
COc1ncccc1CN1CCC2(CC1)COCCN2C(=O)OCc1ccccc1 | 11%[176 µM]
Cc1ccc(-c2ccc(C=O)o2)cc1Cl | ?
COc1ccc(CNC(=O)N2CCC3(C2)C(=O)N(C)c2ccccc23)cc1 (stereo not drawn) | 26%
CCc1ccccc1NC(=O)c1sc2nc3c(cc2c1N)CN(C)CC3 | ?
CCOC(=O)C1(Cc2ccc(F)cc2F)CCCN(C(=O)c2cccnc2SC)C1 (stereo not drawn) | 18%
CC(=O)N1CC2(CCN(Cc3cscn3)CC2)CC1C(=O)O (stereo not drawn) | 22%
Continuation:
SMILES | ALOX12 inh
Cc1noc(C)c1CNC(=O)C1CCCNC1 (stereo not drawn) | 39%[activator]
CC(C)CC(=O)N1CCCC(c2nc(C3CCOCC3)no2)C1 (stereo not drawn) | 30%
O=C(c1ccccn1)N1CC(Oc2ccc(F)cc2F)C1 | 2%[6.33 µM]
CC(Oc1ccc(C(C)C)cc1)C(N)=O (stereo not drawn) | -39%
O=C(CSc1nc2cc(S(=O)(=O)N3CCOCC3)ccc2o1)N1CCOCC1 | ?
CCOC(=O)Cn1cc(CN2CCS(=O)(=O)N(Cc3ccc(C)cc3)C(C(=O)OC)C2)nn1 (stereo not drawn) | ?
Cc1cccc(OCC(=O)N2CCC[C@H]2c2nc(-c3ccc(F)cc3)no2)c1 | 17%
Cc1cc(=O)oc2cc3occ(-c4ccc(-c5ccccc5)cc4)c3cc12 | -2%
O=C(NCC1(N2CCOCC2)CCCCC1)C1CCN(C(=O)c2ccc(F)cc2F)CC1 | 20%
COc1cccc(CNC(=O)C2CCN(C(=O)c3nnn4c3COC(c3ccc(C)cc3)C4)CC2)c1 (stereo not drawn) | -8%
CC(C)n1nc(OC(C)(C)C(=O)Nc2ccccc2)c2cc(CN3CCOCC3)ccc21 | 26%[176 µM]
CN(CCC1CCCCN1C)Cc1cccc(C#N)c1 (stereo not drawn) | -4%
Cc1cccc(C)c1Nc1nc(-c2ccccc2)cs1 | -68%
COc1ccc2[nH]c(=O)c(CN(C)S(=O)(=O)c3ccc(C)cc3)cc2c1 | -8%
O=C(c1ccccc1Cl)N1CCC2(C1)C(=O)N(CCc1ccccc1)c1ccccc12 (stereo not drawn) | 69%&-17%[activator]
CCC1Oc2ccc(NC(=O)Cc3cccc(OC)c3)cc2CN(Cc2ccc3c(c2)OCO3)C1=O (stereo not drawn) | -20%
CCN(C(=O)CN1C(=O)NC2(CCOCC2)C1=O)c1ccccc1 | 14%
CSc1ccc(NC(=O)Nc2cc(F)ccc2F)cc1 | ?
CN(C)c1ccc(NCc2cccc(Br)c2)cc1 | 7.9µM*
Cc1ccc(C2NC(=O)c3c(sc4c3CCN(Cc3ccccc3)C4)N2)o1 (stereo not drawn) | ?
COc1ccc(-c2nccn3cc(C(=O)NCCc4ccccn4)nc23)cc1 | 57%[activator]
C1CC(Cc2nc(C3CC3)n[nH]2)CN1 (stereo not drawn) | -18%
CC(=O)NC1(C)CCN(Cc2cnc(-c3cccc(F)c3)s2)CC1 | 50µM*
CC(C)(C)c1cc(O)cc(C(C)(C)C)c1 | ?
Cc1nn2c(c1-c1ccccc1Oc1ccccc1)N(C(=O)c1cnccn1)CCC2 | 23%[176 µM]

Looked up one by one from the list above:
SMILES | ALOX12 inh
CC1=C[C@@H](CNC(=O)COc2ccccc2)[C@H](C(C)C)C[C@H]1CC(=O)NCc1ccccn1 | -17%
CCC1Oc2ccc(NC(=O)Cc3cccc(OC)c3)cc2CN(Cc2ccc3c(c2)OCO3)C1=O (stereo not drawn) | -20%

Among those listed so far, two contain a cyano group:
SMILES | ALOX12 inh
Cc1ccc2nc(/C(C#N)=C/c3sccc3C)[nH]c2c1 | ?
CN(CCC1CCCCN1C)Cc1cccc(C#N)c1 (stereo not drawn) | -4%

Other entries:
SMILES | ALOX12 inh
O=C(Nc1nc2c(s1)CCC2)C1CC(=O)N(c2n[nH]c3ccccc23)C1 (stereo not drawn) | ?
COc1ccc2[nH]cc(C(C(=O)O)N3CCCCCC3)c2c1 (stereo not drawn) | ?
CCc1nnc(SCC(=O)Nc2c(Cl)cccc2Cl)n1-n1cccc1 | 1%
COc1ccc(CNc2ncnc3c2CN(C2CCCNCC2)C(=O)CN3C)cc1 (stereo not drawn) | ?
CN(C)C(=O)c1cccnc1OC1CCN(C(=O)Nc2ccc(F)cc2F)C1 (stereo not drawn) | 12%
CC(=O)c1cc2c(cc1NC(=O)CSc1nnc(C3CC3)o1)OCO2 | ?
COCCN(Cc1ccccc1)C(=O)COc1ccc2ccc(=O)oc2c1 | ?
CC(c1cccc([N+](=O)[O-])c1)N(C)C(=O)c1ccc2c(c1)NC(=O)CS2 (stereo not drawn) | -8%
Cc1ccc(C(=O)N2CCCC(c3noc(COc4ccccc4)n3)C2)s1 (stereo not drawn) | 26%
COc1ccc2oc(-c3ccc(C)c(NC(=O)C(C)C)c3)nc2c1 | 22%
O=c1c2nccnc2nc(SCc2ccccc2F)n1Cc1ccc2c(c1)OCO2 | ?
O=C(NC1CCN(c2cc(-c3ccc(Cl)cc3)[nH]n2)C1)c1ccccc1F (stereo not drawn) | 2%
NC1(Cc2ccc(Cl)cc2)CCN(c2ncnc3[nH]ccc23)CC1 | ?
COC(=O)C(C)N1C(=O)S/C(=C/c2ccc(Sc3ccccc3)cc2)C1=O (stereo not drawn) | -24%
COCC(=O)N[C@H]1C[C@H]2C(=O)NC[C@@H](CCC(=O)N3CCN(c4ccccc4)CC3)N2C1 | ?
N#CC(Cc1cccnc1)C(=O)Nc1ccccc1Cl (stereo not drawn) | 31%[activator]
Nc1nc(C2CC(NC(=O)Cn3cnc4ccccc4c3=O)C2)cc(=O)[nH]1 (stereo not drawn) | 7%
Cc1ccnc(SCc2ccc(F)cc2)n1 | ?
CCn1nccc1C(=O)N1C[C@@H](CO)[C@H](c2ccncc2)C1 | 44%[activator]
S=C(NCCc1ccccc1)c1ccccc1 | ?
CCc1ccccc1NC(=O)c1nc2ccccc2nc1N1CCOCC1 | -14%
CC(C)C(=O)N1N=C(c2cccs2)CC1c1ccc2nccnc2c1 (stereo not drawn) | 30%
O=C(CNc1ccccc1OC(F)F)N1CCNC1=O | -8%
CC(C)NC(=O)c1nc(-c2cccnc2)c2cnccn12 | 39%[activator][176 µM]
O=C1CC(c2ccccc2)N(C(=O)C2CC2)CCCN(C(=O)c2ccc3cc[nH]c3c2)CCN1 (stereo not drawn) | 16%
(listing goes on)
SMILES | ALOX12 inh
CC(C)(C)c1coc([C@@H]2COCCN2Cc2cccc(C#N)c2)n1 | 8%[176 µM]
COC[C@@H]1CN(Cc2cccc(OC)c2OC)C[C@H]1C(=O)NC1CC1 | 76%[activator]
CC(c1ccc(S(C)(=O)=O)cc1)N(C)S(=O)(=O)c1ccc(Cl)c(Cl)c1 (stereo not drawn) | 4%
CCCN1CCN(C(=O)c2cc(-c3ccc(F)cc3)cn2CC)CC1 | -1%
C#CC(C)(CC)NC(=O)Cc1ccccc1 (stereo not drawn) | -15%
O=C1SCCC1NC(=O)C(Sc1ccccc1)c1ccccc1 (stereo not drawn) | ?
CC(C)CN1CCN(c2nc3c(c(=O)[nH]c(=O)n3C)n2Cc2ccc(Cl)c(Cl)c2)CC1 | -19%
CC(C)C(C(=O)NC1CCCCC1)c1ccc(Cl)cc1 (stereo not drawn) | 16%
O=C(c1cnc(Cc2c(Cl)cccc2Cl)[nH]c1=O)N1CCOCC1 | ?
C=CCNC(=O)CC1COc2ccc(C(=O)NCCOC)cc2N1C (stereo not drawn) | 34%
NC(=O)CCC[C@H]1NC[C@@H]2C[C@H]1CN(Cc1ccccc1)C2 | 13%
CC1CCN(C(=O)[C@@H](C)C2CC[C@@]3(C)CC[C@H](NC(=O)c4cncnc4)[C@@H](C)[C@@H]3[C@H]2O)CC1 (stereo partly drawn) | 34%[activator]
Cc1cc(S(=O)(=O)N2CCC(n3cnnc3C)CC2)ccc1F | 29%
CC(=O)N1CCCN(Cc2nc3c(n2Cc2ccccc2)C(=O)N(CC2CC2)CCN3)CC1 | 8%
O=C(/C=C/c1ccccc1)Nc1ccc(OCCc2ccccc2)cc1 | ?
O=C(Cc1ccc(Cl)cc1)Oc1ccc2ccccc2c1 | 24%
CC1=C/C(=N\Nc2nncc3ccccc23)CC1 | 50µM*
Fc1ccc(NC(=S)NCC(c2ccccc2)c2ccccc2)cc1 | ?
CC(NCc1ccc(C(C)(C)C)cc1)c1ccc(S(C)(=O)=O)cc1 (stereo not drawn) | ?
Cc1ccc2cccc(NC(=O)COc3ccc(C)c(C)c3)c2n1 | 30%
O=C1[C@H]2CCCN2C(=O)C2C[C@@H](NS(=O)(=O)c3cccs3)CCN12 (stereo partly drawn) | -27%[176 µM]
O=C(O)C(c1c[nH]c2ccc(Cl)cc12)N1CCN(Cc2ccccn2)CC1 (stereo not drawn) | -6%
Cc1ccc(S(=O)(=O)N2[C@@H](CO)CO[C@H]2CC(=O)c2ccc(F)cc2)cc1 | -26%
COc1ccc(N(C)C(=O)c2c(C)oc3c2CN(Cc2ccc(F)cc2)CC3)cc1 | ?
O=[S+]([O-])(c1ccncc1)c1nnn2c1nc(NCc1ccncc1)c1ccccc12 | 2%[6.33 µM]

Continued, starting with the last 6 of the part before.
SMILES | ALOX12 inh
Cc1ccc2cccc(NC(=O)COc3ccc(C)c(C)c3)c2n1 | 30%
O=C1[C@H]2CCCN2C(=O)C2C[C@@H](NS(=O)(=O)c3cccs3)CCN12 (stereo partly drawn) | -27%[176 µM]
O=C(O)C(c1c[nH]c2ccc(Cl)cc12)N1CCN(Cc2ccccn2)CC1 (stereo not drawn) | -6%
Cc1ccc(S(=O)(=O)N2[C@@H](CO)CO[C@H]2CC(=O)c2ccc(F)cc2)cc1 | -26%
COc1ccc(N(C)C(=O)c2c(C)oc3c2CN(Cc2ccc(F)cc2)CC3)cc1 | ?
O=[S+]([O-])(c1ccncc1)c1nnn2c1nc(NCc1ccncc1)c1ccccc12 | 2%[6.33 µM]
COc1ccc2[nH]cc(CCNC(=O)C3CCCN(C(C)=O)C3)c2c1 (stereo not drawn) | ?
CC(C)CCNC(=O)CCc1c[nH]c2ccccc12 | -28%
Cc1ccc(-c2nc3ccccc3c(C(=O)O)c2C)s1 | ?
CCCNC(=O)C1CCN(C(=O)CCc2c(C)[nH]c(C(=O)OCC)c2C)CC1 | 5%
Cc1nn(Cc2ccccc2)c(C)c1CNS(=O)(=O)c1ccc(F)cc1 | -9%
Cn1cc(C(=O)NCCc2noc(-c3ccncc3)n2)cn1 | 22%
COCc1cc(C[C@@H]2CC[C@H](O)[C@@H](CN(C(=O)Nc3ccccc3)C(=O)Nc3ccccc3)O2)no1 | 1%
Cc1nn(-c2ccc(C(C)C)cc2)c(C)c1[C@@H]1C=C[C@@H](NC(=O)Nc2ccccc2)C1 | 35%[activator][176 µM]
O=C(Nc1ccc([C@H]2OCC(=O)N(Cc3ccc(F)cc3)[C@@H]2CO)cc1)c1ccco1 | 60%[activator][176 µM]
O=C1[C@@H]2C[C@@H](O)CN2C2(CN(Cc3ccccc3Cl)C2)C(=O)N1Cc1ccccc1F | -27%
CN(C)CCCNc1oc(-c2ccc([N+](=O)[O-])cc2)nc1C#N | -3%
O=C(CCSc1nc(Cl)nc2nc[nH]c12)N1CCN(Cc2ccccc2)CC1 | ?
Cc1n[nH]c(C)c1CN1C[C@@H](CO)[C@H](NC(=O)c2ccccc2)C1 | 14%
COC(=O)c1cc2c(c3c4cc(OC)ccc4n(S(=O)(=O)c4ccc(OC)cc4)c13)C(=O)N(C)C2 | ?
